TbPYK inhibitor: T. brucei pyruvate kinase inhibition | TbPYK enzyme, Kinase-Glo Plus ATP luminescence, 45 min | Potency, µM (top dose mostly 76.8 µM), for the others: at the highest dose activity, negative = inhibition, most hits filed as inhibitors | 410,000 compounds, 0.12% hits | AID 624173; further: potency means the concentration at half of the fitted maximal effect; on the % scale 0 is the no-effect control and ±100 the full control effect; nearly all actives have a fitted effect of over 50% in size
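TbPYK + substrate in 50 mM TEA pH 7.2, 100 mM KCl, 10 mM MgCl2, 0.05% BSA, 0.01% Tween-20; cpd pinned; ADP 130 uM final; 45 min RT; Kinase-Glo Plus 10 min; luminescence endpoint.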
Pf growth 96h: P. falciparum growth inhibition at 96 hours; P. falciparum luciferase reporter growth, 96 h; Potency, µM (highest dose often 28.7 µM), for the others: top-dose activity change, negative = inhibition, usual class: inhibitors; 320,000 compounds, 6.9% hits; AID 504834; further: potency means the concentration at half of the fitted maximal effect; on the % scale 0 is the no-effect control and ±100 the full control effect
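Plates of compound plus infected erythrocytes (2% hematocrit, 0.05% parasitemia final) incubate 96 hours, 37 C, 5% CO2. Detection reagent added; reduced luminescence from the parasites' luciferase reporter flags inhibition.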
LmPK inh: LmPK (Leishmania mexicana) enzyme inhibition; Q27686; purified LmPK, Kinase-Glo ATP luminescence, 1 h; Potency, µM (highest dose often 57.5 µM), for inactives: top-dose activity change, negative = inhibition, actives largely listed as inhibitors; 290,000 compounds, 0.37% hits; further: potency means the concentration at half of the fitted maximal effect; on the % scale 0 is the no-effect control and ±100 the full control effect
Target sequence (Q27686 whole entry, looked up): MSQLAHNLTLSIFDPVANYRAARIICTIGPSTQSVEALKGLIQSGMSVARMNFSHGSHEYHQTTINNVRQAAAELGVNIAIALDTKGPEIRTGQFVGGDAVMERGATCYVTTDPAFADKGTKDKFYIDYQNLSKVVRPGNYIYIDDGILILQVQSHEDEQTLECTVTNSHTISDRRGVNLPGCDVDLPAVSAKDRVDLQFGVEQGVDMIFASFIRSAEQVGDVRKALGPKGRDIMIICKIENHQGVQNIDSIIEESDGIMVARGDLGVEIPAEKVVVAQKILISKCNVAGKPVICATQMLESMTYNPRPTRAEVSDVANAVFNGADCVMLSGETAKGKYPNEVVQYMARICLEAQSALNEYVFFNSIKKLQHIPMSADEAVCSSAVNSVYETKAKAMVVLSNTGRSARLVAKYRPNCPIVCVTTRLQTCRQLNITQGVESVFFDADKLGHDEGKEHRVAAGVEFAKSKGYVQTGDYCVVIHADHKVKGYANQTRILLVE
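qHTS format; LmPK 0.1 nM; substrates PEP 0.5 mM and ADP 0.1 mM. One-hour room-temperature incubation, then coupled luciferase luminescence; 0.5 nM enzyme wells mark activation.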
Cycloheximide cs: affects cycloheximide protein synthesis inhibition readout, counter-screen; cell reporter, cycloheximide protein synthesis inhibition counterscreen; max response, %; 300,000 compounds, 12% hits; AID 2314; in the data active means max response mostly above about 13%, no sharp cut-off; inactive means mostly below about 14%; further: read at 38.3 µM for the half of the compounds with a filed dose; 0% is about no effect
AMA1-RON2 inh: AMA1-RON2 (P. falciparum) interaction inhibition | AID 720542 | Potency, µM (doses to about 58.2 µM), for inactives: top-dose activity change, negative = inhibition, actives largely listed as inhibitors | 360,000 compounds, 0.2% hits | AlphaScreen AMA1-biotinylated RON2 peptide binding;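 further: potency means the concentration at half of the fitted maximal effect; 0% = vehicle wells and -100% = peptide control; nearly all actives have a fitted effect of over 45% in size; some results filed as inactive show a strong effect at the top dose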
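AMA1 (3D7) with his tag at 25 nM final met compounds first, then biotinylated RON2 peptide at 25 nM; detection used donor plus acceptor beads, 10 µg/mL apiece, read by AlphaScreen after 30 min at room temperature.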
Pf growth 48h: inhibits P. falciparum growth in the first generation, 48 h; 310,000 compounds, 5.9% hits; P. falciparum luciferase growth in erythrocytes, 48 h; Potency, µM (highest dose often 28.7 µM), inactives show at the highest dose activity change, negative = inhibition, most hits filed as inhibitors; further: potency means the concentration at half of the fitted maximal effect; on the % scale 0 is the no-effect control and ±100 the full control effect
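Read-out is firefly luciferase luminescence from an integrated reporter in P. falciparum, so falling signal marks reduced parasite growth. Infected erythrocytes were at 2% hematocrit and 0.1% parasitemia (final) in Albumax-supplemented RPMI 1640.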
Shiga inhibitor: blocks Shiga toxin action in Vero cells. Vero cells, Shiga toxin protein synthesis inhibition reporter. inhibition, % at 38.7 µM. 290,000 compounds, 9.2% hits. AID 2315; in the data active means inhibition mostly above about 28%, no sharp cut-off; inactive means mostly below about 43%; further: 0% is about no effect
Active calls of the source: *; ? = inconclusive; / = not tested or not shown; [ ] = remark or other dose. Unless noted, the call rests on the fitted dose curve; in most records, active means well fitted curve in the direction sought with a large enough effect; inconclusive means small, poorly fitted or top-dose-only effect, or another doubt; inactive means no such curve, though single readings can be large; an effect the other way counts as inactive or inconclusive.

SMILES	TbPYK inhibitor	Pf growth 96h	LmPK inh	Cycloheximide cs	AMA1-RON2 inh	Pf growth 48h	Shiga inhibitor
CCC1CCCCN1CCCNC(=O)c1ccc(N2CCCC2=O)cc1 (centres undefined)	-1.1%	7.1%	7.1%	0.9	10.9%	-7.5%	1.2
O=C(NCc1ccco1)C1CCN(C(=O)c2ccc([N+](=O)[O-])cc2)CC1	1.3%	114.3%[activator]	-2.4%	7.3	-2.9%	-7.9%	9.4
CCN(CC)CCN1C(=O)C(O)=C(C(=O)c2cc3cccc(OC)c3o2)C1c1ccc(F)cc1 (centres undefined)	-0.2%	54.8%[activator]	-0.8%	-2.0	-0.2%	37.7%[activator]	-1.5
Cc1ccccc1-n1nc2c(c1NC(=O)c1c(-c3ccccc3Cl)noc1C)CSC2	8.7%	?	6.0%	-9.1	-13.5%	11.7µM*	-6.3
Cc1cc(-c2nn(C)c(=O)c3ccccc23)ccc1CNC(=O)NC1CCCCC1	-4.3%	?	0.2%	1.4	-11.8%	?	-5.3
Cc1ccc(S(=O)(=O)NCCC(c2ccccc2)c2ccco2)cc1 (centres undefined)	-7.4%	0.0%	0.3%	7.0	-1.4%	-9.5%	12.9
CCCNC(=S)N1CC2(C)CN(C(=O)C(=O)OCC)CC(C)(C1)C2=O	-2.9%	4.3%	0.3%	-1.5	-0.4%	32.6%[activator]	-8.1
COc1ccc(OCc2cc(C(=O)N(C)Cc3nnc(C)o3)no2)c(Cl)c1	5.0%	2.0%	0.5%	28.9*	0.0%	118.7%[activator]	110.8*
C=CCOc1cccc(C(=O)NC(c2ccccc2)C(C)C)c1 (centres undefined)	-2.4%	21.0%	6.0%	-1.8	-0.2%	-8.2%	-6.7
Brc1ccc(C2C3=C(Nc4ncnn42)c2ccccc2OC3c2ccncc2)cc1 (centres undefined)	-3.1%	/	-3.0%	1.2	0.3%	13.1µM*	-11.2
COc1ccc(NC(=O)C2CCCN(C(=O)Nc3ccc(OC)cc3)C2)cc1 (centres undefined)	0.0%	10.4µM*	-1.0%	9.1	11.7%	21.6%	-1.6
COc1ccc(C(=O)Nn2c(SCC(=O)NCC3CCCO3)nc3ccccc3c2=O)cc1 (centres undefined)	-9.0%	/	?	-2.4	7.1%	-0.3%	-9.9
COc1ccc(NC(=O)N2CCN(S(C)(=O)=O)CC2)cc1OC	-3.8%	/	12.8%	-1.4	-4.8%	/	2.5
COc1ccc(CCC(=O)NNC(=O)Nc2ccc(OC)c(OC)c2)cc1	-2.5%	?	6.2%	-3.5	58.3%[activator]	11.3%	-6.8
Cn1nc(-c2ccc(OCC(=O)NCC3CCCO3)cc2)c2ccccc2c1=O (centres undefined)	-20.0%	?	-2.6%	-0.8	-3.2%	-29.8%	-9.6
COCCNC(=O)c1cc(C(=O)CC(C)C)c[nH]1	-7.4%	9.2%	-3.2%	-5.1	-2.6%	-2.9%	11.6
CCC1COCCS(=O)(=O)N1Cc1ccccc1C (centres undefined)	2.0%	26.4%	-6.6%	-2.6	-2.9%	5.7%	-10.9
O=C(NCc1ccco1)c1cnn2c1NC(c1ccccc1)CC2C(F)(F)F (centres undefined)	1.8%	0.0%	5.7%	6.6	-1.6%	?	-32.2
CC(=O)Nc1ccc(C(=S)NCC2(N(C)C)CCCCC2)cc1	-3.0%	-10.5%	4.1%	-2.5	55.4%[activator]	-2.0%	-3.8
CCOc1ccc2nc(NC(=O)Nc3cccs3)sc2c1	-4.0%	-32.0%	-7.0%	62.7*	-4.2%	33.6%[activator]	71.8*
COc1ccc(CCNC(=O)CSc2ccsc2[N+](=O)[O-])cc1OC	5.5%	0.0%	-1.4%	4.4	14.2%	?	-6.7
CCOc1cc(S(=O)(=O)Nc2ccc(CC)cc2)ccc1Cl	-1.8%	/	4.0%	-7.1	5.7%	28.5%	21.5
CC(C)(C)S(=O)(=O)/C(C#N)=N/Nc1ccc(C#N)cc1	-6.6%	37.6%	3.4%	2.7	-19.7%	8.5%	2.3
COc1ccc(OC)c(NC(=O)C2CCC(CNc3c(N4CCOCC4)c(=O)c3=O)CC2)c1 (centres undefined)	-9.2%	11.9%	1.8%	-2.7	-4.4%	1.7%	-19.1
O=C(Nc1cccc(Cl)c1N1CCCC1)c1ccc(Br)o1	-10.5%	/	3.6%	-1.3	-17.6%	1.6%	1.7
CC(Sc1nnc(COc2ccccc2)n1-c1ccccc1)C(=O)O (centres undefined)	-6.5%	-4.4%	-1.4%	-3.1	-1.9%	-26.1%	/
CC(C)NC(=O)CSc1nc(-c2ccccc2)cs1	6.3%	66.7%[activator]	-2.8%	25.9*	-6.9%	186.1%[activator]	88.7*
COc1ccc(CC2(CO)CCN(Cc3c(C)nn(C(C)C)c3C)CC2)cc1	0.1%	?	-2.5%	-3.3	-0.4%	11.5%	-5.2
O=C(CSc1nnc(-c2cccs2)n1CC1CCCO1)c1cc2ccccc2o1 (centres undefined)	-16.7%	11.7µM*	2.3%	8.8	-2.4%	29.9%	-12.2
CCOCC(=O)Nc1ccc2c(c1)N(S(=O)(=O)c1cccs1)CCC2	-0.7%	0.1%	/	/	1.5%	?	/
Cc1ccc2oc(=O)c3cc(C(=O)NCc4ccco4)sc3c2c1	-4.0%	9.28µM*	-5.3%	-1.2	-2.8%	/	-8.6
CCCNC(=O)Cn1nc(C(F)(F)F)c2c1CCC2	-8.1%	?	-1.4%	-7.6	5.6%	9.9%	15.2
CC(O)CN(CCC(N)=O)CCC(N)=O (centres undefined)	6.8%	68.7%[activator]	-3.4%	-2.9	-6.3%	36.5%[activator]	-10.2
Cc1c(S(=O)(=O)Nc2cccc(Cl)c2)c(=O)n(C)c(=O)n1C	-4.4%	15.0%	12.7%	-6.4	-9.1%	/	-8.5
O=C1NC[C@@H](Cc2cccc3ccccc23)N(CCC23CC4CC(CC(C4)C2)C3)C1=O	-9.5%	81.3%[activator]	/	/	5.8%	16.5%	/
COc1ccccc1N=c1c2c([N+](=O)[O-])cc([N+](=O)[O-])cc2n(O)n1-c1ccccc1OC	/	15.2%	-2.7%	7.7	/	23.0%	-6.5
Cc1cccc(CS(=O)(=O)Cc2ccc(C(=O)NCC3CCCO3)o2)c1 (centres undefined)	1.4%	?	6.8%	1.0	12.3%	-5.7%	-13.7
CSc1nnc2n(-c3ccccc3)c(=O)c3c4c(sc3n12)CCC4	-10.0%	/	-0.3%	-3.4	0.5%	?	-13.7
COCCSc1nnc(NC(=O)C2CCCCC2)s1	-5.6%	?	-9.7%	12.7	2.2%	17.8%	20.8
CC(C)CNC(=O)c1cccc(NC(=O)Cc2ccc(Cl)cc2)c1	2.2%	0.0%	7.0%	0.8	21.3%	4.2%	-6.9
CN(C(=O)COC(=O)C1COc2ccccc2O1)C1(C#N)CCCCC1 (centres undefined)	0.4%	22.0%	/	/	-3.0%	-0.3%	/
O=C(NCC(=O)N(c1ccccc1F)C(C(=O)NC1CCCC1)c1ccco1)c1ccco1 (centres undefined)	1.3%	7.8%	3.4%	-1.6	-12.0%	16.1%	1.3
CCSc1ncc(CO)c(N)n1	-5.3%	?	-1.0%	0.5	20.0%	73.9%[activator]	-5.5
Cc1ccc(OCC2Cn3c(nc4c3c(=O)[nH]c(=O)n4C)O2)cc1C (centres undefined)	2.8%	31.9%[activator]	13.1%	-6.2	-1.0%	0.7%	-1.8
O=C(OCC(=O)N1CCCc2ccccc21)c1ccccc1[N+](=O)[O-]	-12.8%	43.2%[activator]	/	/	-8.0%	16.4%	/
O=C(COc1ccccc1F)Nc1cc(S(=O)(=O)Nc2cccc(Cl)c2)ccc1O	-9.2%	-29.8%	/	/	-8.6%	?	/
CCCCC(=O)Nc1ccccc1N1CCOCC1	-3.5%	-2.7%	-4.7%	5.9	3.3%	2.4%	-3.6
Cc1cc(Nc2ccccc2)n(-c2cccc(Cl)c2)n1	-0.9%	/	7.3%	4.3	2.3%	15.6%	6.6
CS(=O)(=O)N(CC(=O)NCCSCc1cccc(Cl)c1)c1ccccc1F	-4.6%	25.2%	3.4%	2.1	-4.6%	-23.6%	/
Cn1nnnc1SCC(=O)Nc1ccccc1N1CCCCC1	1.1%	-6.3%	1.5%	-1.1	-5.0%	-15.3%	-2.6
COCCOc1ccc(C(F)(F)F)cc1NC(=O)Cc1ccc(S(=O)(=O)N2CCOCC2)s1	-11.8%	8.28µM*	/	/	-8.1%	11.7µM*	/
CC(=O)Nc1ccc(NC(=O)c2cccc3ccccc23)cc1	-4.8%	?	8.5%	3.9	0.0%	0.0%	12.3
CCN(CC)CCOc1ccccc1C(C)=O	6.5%	10.2%	-0.1%	-2.8	4.3%	12.3%	12.7
Cc1cccc(N2C(=O)/C(=C\c3ccc(OC(F)F)cc3)c3ccccc3C2=O)c1	-3.3%	-17.9%	5.6%	-2.2	-3.5%[2.32 µM]	-9.9%	11.9
O=C1NC(=O)C(CCc2ccncc2)(Cc2cccc(Cl)c2Cl)C(=O)N1c1ccc(Br)cc1 (centres undefined)	0.8%	5.22µM*	3.0%	-10.0	49.8%[activator]	?	-14.7
O=S(=O)(c1ccc(-c2nnc(SCc3nnc(-c4ccccc4)o3)o2)cc1)N1CCCC1	0.3%	88.2%[activator]	0.1%	-0.9	25.4%	?	14.4
c1ccc(Oc2cccc(OCCCCN3CCCC3)c2)cc1	-5.9%	-81.7%	1.6%	1.3	?	-14.4%	8.3
O=C(C[n+]1ccc(/C=N/O)cc1)N1CCCCC1	-16.7%	19.7%	-8.2%	1.2	4.8%	-15.8%	28.4
COc1cc(/C=C2\SC(=S)N(CC(=O)Nc3ccc(O)cc3)C2=O)cc(OC)c1OC	1.7%	?	1.1%	-1.5	1.0%	2.5%	-1.3
CCN(CC)c1ccc(C(=O)NC(=S)Nc2cc(S(=O)(=O)N3CCOCC3)ccc2-n2cncn2)cc1	1.6%	-9.4%	3.6%	-3.6	10.7%	-11.8%	-8.0
CCOc1ccc(C(CC(=O)O)NC(=O)CCCOc2ccc(Cl)cc2C)cc1 (centres undefined)	-0.7%	?	-0.2%	-0.7	10.2%	-2.6%	9.0

Full records from above. Order of values: TbPYK inhibitor, Pf growth 96h, LmPK inh, Cycloheximide cs, AMA1-RON2 inh, Pf growth 48h, Shiga inhibitor
Results for c1ccc(Oc2cccc(OCCCCN3CCCC3)c2)cc1 = -5.9%, -81.7%, 1.6%, 1.3, ?, -14.4%, 8.3
Results for CC(C)CNC(=O)c1cccc(NC(=O)Cc2ccc(Cl)cc2)c1 = 2.2%, 0.0%, 7.0%, 0.8, 21.3%, 4.2%, -6.9
Results for CCOCC(=O)Nc1ccc2c(c1)N(S(=O)(=O)c1cccs1)CCC2 = -0.7%, 0.1%, /, /, 1.5%, ?, /
Results for O=C1NC[C@@H](Cc2cccc3ccccc23)N(CCC23CC4CC(CC(C4)C2)C3)C1=O = -9.5%, 81.3%[activator], /, /, 5.8%, 16.5%, /
